Screens (PubChem BioAssay)
ROCK2 blocker: inhibitors of human ROCK2 kinase, primary screen, biochemical, high-throughput, luminescence. inhibition, % at 6 µM. purified ROCK2, Kinase-Glo ATP depletion luminescence. AID 604, 2007. actives 0.35% (n = 60,000). Rho-associated protein kinase 2 (Homo sapiens), O75116;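 active means inhibition above the screen-wide mean inhibition plus 3 SD, cut at about 18% in these data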;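 further: plate controls were DMSO wells for no effect and Y-27632 control wells after no-enzyme background subtraction for full effect; many of its hits are not listed in these tables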
FXIIa mix inh: human factor XIIa inhibitors, primary screen, biochemical, pooled compound mixtures, fluorogenic substrate; Coagulation factor XII (Homo sapiens), P00748; purified FXIIa; inhibition, % at 5 µM; actives 0.2% (n = 62,000); AID 684, 2007;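 further: 0% = enzyme without compound and 100% = no enzyme blank; some results filed as inactive read as strong as hits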
PKA inh: inhibitors of human PKA kinase activity, primary screen, biochemical, ATP-depletion luminescence, Kemptide substrate; inhibition, % at 6 µM; PKA Kemptide phosphorylation, Kinase-Glo ATP luminescence; AID 524, 2006; actives 0.1% (n = 65,000); cAMP-dependent protein kinase catalytic subunit alpha (Homo sapiens), P17612;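 active means inhibition above the screen-wide mean inhibition plus 3 SD, cut at about 21% in these data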; further: many of its hits are not listed in these tables
JNK3 blocker: JNK3 kinase activity inhibitors, primary screen, biochemical, human, purified enzyme | actives 0.61% (n = 60,000) | Mitogen-activated protein kinase 10 (Homo sapiens), P53779 | HTS | inhibition, % at 8 µM; in the data active means inhibition above about 17%;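 further: 0% = DMSO and 100% = reference inhibitor; many of its hits are not listed in these tables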
Cathepsin G inh: human cathepsin G inhibitors, primary screen, biochemical, pooled compound mixtures, AMC fluorescence | P08311 | purified enzyme, AMC-tetrapeptide fluorescence | inhibition, % at 5 µM (by protocol) | actives 0.2% (n = 62,000) | AID 581, 2007;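 active means inhibition above 20% in each of the two mixture wells holding the compound; inactive means inhibition of 20% or less in either well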;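 further: 0% = enzyme control without mixture and 100% = blank lacking enzyme; strong numbers were not always called active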
Target sequence (P08311 21-244 limits assumed): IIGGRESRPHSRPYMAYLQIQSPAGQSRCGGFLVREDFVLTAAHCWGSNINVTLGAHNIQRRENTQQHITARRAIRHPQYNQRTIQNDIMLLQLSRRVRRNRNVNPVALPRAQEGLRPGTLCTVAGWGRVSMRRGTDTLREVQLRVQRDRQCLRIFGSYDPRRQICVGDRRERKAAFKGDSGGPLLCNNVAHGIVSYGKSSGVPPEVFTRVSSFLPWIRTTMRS
CatL block: inhibitors of human cathepsin L, biochemical | Procathepsin L (Homo sapiens), P07711 | purified cathepsin L, fluorogenic substrate, fluorescence | inhibition, %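 (tested at 10 µM)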 | actives 0.17% (n = 58,000) | AID 460, 2006; in the data active means inhibition above about 45%;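 further: 0% = enzyme with no compound and 100% = no enzyme blank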
CatS inh: inhibitors of human cathepsin S, biochemical, compound mixtures. P25774. recombinant cathepsin S, AMC dipeptide fluorescence, pooled mixtures. inhibition, %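 (tested at 5 µM per compound within 10-compound mixtures)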. actives 0.06% (n = 62,000). AID 501, 2006; in the data active means inhibition above about 32%, passing the limit was not always enough;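 further: 0% = enzyme without compound and 100% = blank without enzyme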
Target sequence (P25774 115-331 limits assumed): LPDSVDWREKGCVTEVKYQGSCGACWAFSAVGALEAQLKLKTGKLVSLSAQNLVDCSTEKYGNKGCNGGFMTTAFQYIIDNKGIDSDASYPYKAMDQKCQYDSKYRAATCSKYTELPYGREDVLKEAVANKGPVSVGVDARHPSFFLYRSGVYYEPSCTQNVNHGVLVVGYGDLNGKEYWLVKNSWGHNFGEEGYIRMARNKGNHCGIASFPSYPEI
FXIa mix inh: FXIa protease inhibitors in compound pools, primary screen, biochemical, 10-compound mixtures. Coagulation factor XI (Homo sapiens), P03951. purified FXIa, fluorogenic substrate, pooled mixtures. inhibition, % at 5 µM. actives 0.19% (n = 62,000). AID 680, 2007;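 further: each value is inhibition by a whole ten-compound pool holding the compound; 0% = enzyme with no mixture and 100% = wells lacking enzyme; strong numbers were not always called active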
Target sequence (P03951 19-387 limits assumed): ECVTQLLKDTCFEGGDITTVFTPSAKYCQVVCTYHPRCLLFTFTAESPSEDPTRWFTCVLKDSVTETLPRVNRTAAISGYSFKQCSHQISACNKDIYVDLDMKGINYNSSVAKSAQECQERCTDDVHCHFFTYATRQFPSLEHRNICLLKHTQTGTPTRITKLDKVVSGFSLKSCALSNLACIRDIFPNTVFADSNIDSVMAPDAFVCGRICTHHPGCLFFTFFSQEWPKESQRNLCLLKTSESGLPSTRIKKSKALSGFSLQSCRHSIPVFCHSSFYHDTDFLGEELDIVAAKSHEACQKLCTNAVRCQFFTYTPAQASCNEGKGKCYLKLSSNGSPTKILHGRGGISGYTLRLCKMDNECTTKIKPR
Target sequence (P03951 388-625 limits assumed): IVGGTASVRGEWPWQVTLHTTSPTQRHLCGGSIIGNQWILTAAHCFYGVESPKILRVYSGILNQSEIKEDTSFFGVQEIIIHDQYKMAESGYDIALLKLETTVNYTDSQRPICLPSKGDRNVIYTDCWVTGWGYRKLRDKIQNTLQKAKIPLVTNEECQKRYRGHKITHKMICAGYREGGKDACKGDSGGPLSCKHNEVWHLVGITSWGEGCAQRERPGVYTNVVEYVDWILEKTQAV
C1s block: complement C1s protease inhibitors, primary screen, biochemical, 10-compound mixtures; purified C1s, fluorogenic AMC substrate, pooled mixtures; mean inhibition % of two 10-compound mixtures (stronger effect = higher value), % at 5 µM (by protocol); actives 0.16% (n = 62,000);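 active means inhibition above 20% in each of the two 10-compound mixture wells holding the compound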;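 further: 0% = enzyme wells lacking compound mixture and 100% = no-enzyme blank wells; some compounds called inactive have numbers as strong as hits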
Active calls of the source: *. Unless noted, no stated cut-off is given here; in the data, active means inhibition above about 20% (passing the limit was not always enough); inactive means the rest. An unsorted share of the library; about 1.5% have a hit in one of these screens.

How did CCC(C)(C)n1nnnc1C(c1ccccn1)N1CCOCC1 (centres undefined) do in these assays?
ROCK2 blocker: 4; FXIIa mix inh: 1; PKA inh: 3; JNK3 blocker: 0; Cathepsin G inh: 0; CatL block: -7; CatS inh: -4; FXIa mix inh: 6; C1s block: 1

Results for COCc1nnc(NC(=O)C(C)C)s1 ?
ROCK2 blocker: 6; FXIIa mix inh: 11; PKA inh: 6; JNK3 blocker: 0; Cathepsin G inh: -5; CatL block: -2; CatS inh: -6; FXIa mix inh: -1; C1s block: -5

How did CCN1CCCC1CNC(=O)C1CCN(Cc2nc(-c3cccc(Br)c3)oc2C)CC1 (centres undefined) do in these assays?
ROCK2 blocker: -6; FXIIa mix inh: 8; PKA inh: -2; JNK3 blocker: -2; Cathepsin G inh: 12; CatL block: 1; CatS inh: -4; FXIa mix inh: 3; C1s block: 16

How did CCN1CCN(Cc2c(O)ccc3c(=O)c(-c4ccc(OC)c(OC)c4)c(C)oc23)CC1 do in these assays?
ROCK2 blocker: -4; FXIIa mix inh: -1; PKA inh: 1; JNK3 blocker: -1; Cathepsin G inh: -10; CatL block: 23; CatS inh: 16; FXIa mix inh: 3; C1s block: -21

How did Cc1cccc(CN2CCN(C(=O)c3ccccc3F)CC2)c1 do in these assays?
ROCK2 blocker: -4; FXIIa mix inh: 8; PKA inh: -2; JNK3 blocker: -9; Cathepsin G inh: 12; CatL block: -7; CatS inh: -1; FXIa mix inh: 10; C1s block: 6

How did COC(=O)c1ccc(Cl)c(NC(=O)CN2CCOCC2)c1 do in these assays?
ROCK2 blocker: 2; FXIIa mix inh: 6; PKA inh: 5; JNK3 blocker: -1; Cathepsin G inh: 3; CatL block: -6; CatS inh: -8; FXIa mix inh: 4; C1s block: -1

What do the screens show for `O=C(CSc1ccc(-c2ccc(F)cc2)nn1)N1CCCCC1`?
ROCK2 blocker: -1; FXIIa mix inh: 10; PKA inh: 0; JNK3 blocker: 3; Cathepsin G inh: -1; CatL block: 13; CatS inh: -7; FXIa mix inh: 7; C1s block: -1

What do the screens show for `CC(=O)Nc1ccc(S(=O)(=O)c2c(N)n(CCN3CCOCC3)c3nc4ccccc4nc23)cc1`?
FXIIa mix inh: -13; PKA inh: -2; Cathepsin G inh: 1; CatS inh: 7; FXIa mix inh: 5; C1s block: -23

What do the screens show for `O=C(Cc1cccs1)Nc1ccc(Cl)cc1`?
ROCK2 blocker: 12; FXIIa mix inh: 5; PKA inh: 14; JNK3 blocker: 1; Cathepsin G inh: 11; CatL block: 2; CatS inh: -7; FXIa mix inh: 4; C1s block: 15

What do the screens show for `CCOC(=O)c1cn(CC(=O)Nc2ccc(C)cc2)nn1`?
ROCK2 blocker: 2; FXIIa mix inh: 2; PKA inh: 6; JNK3 blocker: -1; Cathepsin G inh: 6; CatL block: -6; CatS inh: 0; FXIa mix inh: 2; C1s block: 0

How did Cc1[nH]c(=O)[nH]c(=O)c1CSc1nnc(CCCCCNC(=O)OC(C)(C)C)o1 do in these assays?
ROCK2 blocker: 3; FXIIa mix inh: 4; PKA inh: 0; JNK3 blocker: 1; Cathepsin G inh: 1; CatL block: -3; CatS inh: -6; FXIa mix inh: -10; C1s block: -80

What do the screens show for `Cc1cc2c(cc(C(=O)OC(C(=O)NCc3ccco3)C(C)C)n2C)o1` (centres undefined)?
ROCK2 blocker: 0; FXIIa mix inh: 3; PKA inh: 2; JNK3 blocker: 3; Cathepsin G inh: -3; CatL block: 0; CatS inh: 15; FXIa mix inh: 8; C1s block: -9

Results for CCCc1c(CC)c(=N)c2ccccc2n1C ?
ROCK2 blocker: -2; FXIIa mix inh: -19; PKA inh: 1; JNK3 blocker: 1; Cathepsin G inh: 0; CatL block: -46; CatS inh: -8; FXIa mix inh: 6; C1s block: -6

Results for c1ccc(Cn2nnc3c(N4CCN(Cc5ccc6c(c5)OCO6)CC4)ncnc32)cc1 ?
ROCK2 blocker: 0; FXIIa mix inh: -6; PKA inh: 6; JNK3 blocker: -2; Cathepsin G inh: 7; CatS inh: -5; FXIa mix inh: 4; C1s block: 1

How did CSc1nsc(SC)c1NC(=O)OCCc1ccccn1 do in these assays?
ROCK2 blocker: 7; FXIIa mix inh: 5; PKA inh: 4; JNK3 blocker: -4; Cathepsin G inh: -2; CatL block: 1; CatS inh: -1; FXIa mix inh: 3; C1s block: -34

Results for COc1cccc(Nc2ncccc2C(=O)O)c1 ?
ROCK2 blocker: 0; FXIIa mix inh: 1; PKA inh: -6; JNK3 blocker: -1; Cathepsin G inh: -2; CatL block: 9; CatS inh: 16; FXIa mix inh: 6; C1s block: -3

Results for CCOC(=O)N1CCN(C(=O)Cc2ccc(-n3c(=S)[nH]c4ccccc4c3=O)cc2)CC1 ?
FXIIa mix inh: 7; PKA inh: 4; Cathepsin G inh: 0; CatL block: -1; CatS inh: -2; FXIa mix inh: 7; C1s block: -2

Results for CCn1c(COc2cccc(C)c2)nnc1SCC(=O)CC(=O)Nc1ccccc1OC ?
ROCK2 blocker: -4; FXIIa mix inh: -13; PKA inh: -6; JNK3 blocker: -4; Cathepsin G inh: -1; CatL block: -12; CatS inh: -5; FXIa mix inh: 5; C1s block: 3

Results for CCOC(=O)Cc1nnc(NC(=O)C(CC)Sc2nncn2C)s1 (centres undefined) ?
ROCK2 blocker: 0; FXIIa mix inh: -12; PKA inh: 2; JNK3 blocker: 0; Cathepsin G inh: -8; CatS inh: -2; FXIa mix inh: -1; C1s block: -13

What do the screens show for `O=S(=O)(Nc1ccc(N2CCOCC2)nn1)c1ccccc1`?
FXIIa mix inh: 13; PKA inh: 4; Cathepsin G inh: 8; CatL block: 14; CatS inh: 13; FXIa mix inh: 0; C1s block: 13

Results for CCCCSCc1[nH]c(=O)[nH]c1C(=O)CCCCC(=O)OCC ?
ROCK2 blocker: 3; FXIIa mix inh: 7; PKA inh: 1; JNK3 blocker: -2; Cathepsin G inh: -3; CatS inh: -2; FXIa mix inh: -4; C1s block: -32

What do the screens show for `CN(c1ccc(C(=O)O)cc1)S(=O)(=O)c1ccc(Cl)cc1`?
ROCK2 blocker: 7; FXIIa mix inh: -15; PKA inh: 4; JNK3 blocker: -9; Cathepsin G inh: 7; CatL block: 7; CatS inh: -11; FXIa mix inh: 1; C1s block: 5

Results for CC(NC(=O)c1cc(-c2cccs2)on1)c1ccccc1 (centres undefined) ?
ROCK2 blocker: 6; FXIIa mix inh: 7; PKA inh: 4; JNK3 blocker: 2; Cathepsin G inh: 7; CatL block: 12; CatS inh: -3; FXIa mix inh: -4; C1s block: -14

What do the screens show for `Cc1cc(C(=O)N2CCN(c3ccccn3)CC2)no1`?
ROCK2 blocker: 9; FXIIa mix inh: 3; PKA inh: 8; JNK3 blocker: 4; Cathepsin G inh: 25; CatL block: 11; CatS inh: 9; FXIa mix inh: 12; C1s block: 2

What do the screens show for `O=c1c2ccccc2nc(SCc2nnc(-c3ccccc3)o2)n1-c1ccccc1`?
ROCK2 blocker: 2; FXIIa mix inh: 4; PKA inh: 8; JNK3 blocker: -2; Cathepsin G inh: 3; CatL block: 22; CatS inh: 10; FXIa mix inh: 1; C1s block: 6

How did O=C(Nc1ccccc1)N1CCn2c(nc3ccccc32)C1 do in these assays?
ROCK2 blocker: 8; FXIIa mix inh: 9; PKA inh: 14; JNK3 blocker: 6; Cathepsin G inh: 12; CatL block: -13; CatS inh: -8; FXIa mix inh: 3; C1s block: 10

Results for CCN(C(=O)COC(=O)c1cc(C)n(-c2ccc(F)cc2)c1C)C1CCS(=O)(=O)C1 (centres undefined) ?
ROCK2 blocker: -3; FXIIa mix inh: 1; PKA inh: -6; JNK3 blocker: -2; Cathepsin G inh: 11; CatL block: 0; CatS inh: -5; FXIa mix inh: 8; C1s block: 14

How did CC12CN3CC(C)(CN(C1)C3c1cc(Br)ccc1O)C2=O (centres undefined) do in these assays?
ROCK2 blocker: 0; FXIIa mix inh: -14; PKA inh: 1; JNK3 blocker: 4; Cathepsin G inh: 1; CatL block: 1; CatS inh: -9; FXIa mix inh: -1; C1s block: -1

How did CCCCn1nc(C(=O)O)ccc1=O do in these assays?
ROCK2 blocker: 6; FXIIa mix inh: 0; PKA inh: 7; JNK3 blocker: 6; Cathepsin G inh: 2; CatL block: -13; CatS inh: 0; FXIa mix inh: 3; C1s block: 0

Results for CCOc1ccc(-n2c(Cc3cc(=O)[nH]c(=O)[nH]3)nnc2SCc2cccnc2)cc1 ?
ROCK2 blocker: -4; FXIIa mix inh: 9; PKA inh: 4; JNK3 blocker: -7; Cathepsin G inh: -2; CatL block: 3; CatS inh: 0; FXIa mix inh: 3; C1s block: 0

Some of these compounds in order of formula weight, largest number first:
Results for CCOc1ccc(-n2c(Cc3cc(=O)[nH]c(=O)[nH]3)nnc2SCc2cccnc2)cc1 ?
ROCK2 blocker: -4; FXIIa mix inh: 9; PKA inh: 4; JNK3 blocker: -7; Cathepsin G inh: -2; CatL block: 3; CatS inh: 0; FXIa mix inh: 3; C1s block: 0

How did CC12CN3CC(C)(CN(C1)C3c1cc(Br)ccc1O)C2=O (centres undefined) do in these assays?
ROCK2 blocker: 0; FXIIa mix inh: -14; PKA inh: 1; JNK3 blocker: 4; Cathepsin G inh: 1; CatL block: 1; CatS inh: -9; FXIa mix inh: -1; C1s block: -1

Results for CC(NC(=O)c1cc(-c2cccs2)on1)c1ccccc1 (centres undefined) ?
ROCK2 blocker: 6; FXIIa mix inh: 7; PKA inh: 4; JNK3 blocker: 2; Cathepsin G inh: 7; CatL block: 12; CatS inh: -3; FXIa mix inh: -4; C1s block: -14

The listing continues:
What do the screens show for `O=C(O)CCc1nn2c3ccccc3nc2n(CCN2CCCCC2)c1=O`?
ROCK2 blocker: 3; FXIIa mix inh: 7; PKA inh: -4; JNK3 blocker: -5; Cathepsin G inh: 10; CatL block: -15; CatS inh: 15; FXIa mix inh: 3; C1s block: 2

Results for CCOC(=O)c1[nH]c(C)c(C(=O)Nc2ccc(Cl)cc2)c1C ?
ROCK2 blocker: -1; FXIIa mix inh: 4; PKA inh: 3; JNK3 blocker: 9; Cathepsin G inh: -1; CatL block: 19; CatS inh: 12; FXIa mix inh: 0; C1s block: -29

What do the screens show for `Cc1cc(NC(=O)c2noc3c2CCc2ccccc2-3)n(-c2ccccc2)n1`?
ROCK2 blocker: -10; FXIIa mix inh: 11; PKA inh: -2; JNK3 blocker: -12; Cathepsin G inh: 59*; CatS inh: 6; FXIa mix inh: 17; C1s block: 14

Results for CCOc1ccccc1N1C(=O)CC(N(O)c2ccccc2)C1=O (centres undefined) ?
ROCK2 blocker: 2; FXIIa mix inh: 7; PKA inh: 6; JNK3 blocker: 1; Cathepsin G inh: 9; CatL block: -8; CatS inh: -7; FXIa mix inh: 7; C1s block: 13

How did COc1cc(Cl)c(S(=O)(=O)NCc2cccnc2)cc1Cl do in these assays?
ROCK2 blocker: 3; FXIIa mix inh: 11; PKA inh: 10; JNK3 blocker: 3; Cathepsin G inh: 7; CatL block: 1; CatS inh: -10; FXIa mix inh: 5; C1s block: 13

How did O=C(NC1CCCCC1)c1nn2c(C(F)(F)F)cc(-c3ccco3)nc2c1Br do in these assays?
ROCK2 blocker: 4; FXIIa mix inh: 0; PKA inh: 2; JNK3 blocker: -3; Cathepsin G inh: 11; CatL block: -4; CatS inh: -3; FXIa mix inh: 8; C1s block: 13
